Compound activity: PubChem, NMMLSC
Myeloid diff MLP – compounds promoting myeloid differentiation. actives 1% (n = 360,000). ER-HoxA9 myeloid progenitors, lysozyme-GFP differentiation, flow cytometry. calls only at 10 µM;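 active means normalized GFP-positive differentiation at or above the plate's own cutoff, the solvent-only control mean plus 3 SD; inconclusive means no clear call, values can overlap the other calls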;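 further: cells exposed to compound for four days before flow analysis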
Myeloid diff MLP GFP+ MAC1+ % – second read-out of Myeloid diff MLP, no call of its own (marks repeat the call); GFP+ MAC1+ double positive, %; measured here: differentiation confirmed by MAC1 staining
* hit, by the source's call; i = inactive; u = inconclusive; x = no result given. Some of the compounds tested (hit frequency here may not be typical).

No. | mol | Myeloid diff MLP | Myeloid diff MLP GFP+ MAC1+ %
1 | O=C(NCCc1ccccc1)c1cccc2c(-c3cccnc3)coc12 | i | 1.7
2 | COc1ccccc1N1CC(C(=O)OCC(=O)c2c(N)n(C)c(=O)n(C)c2=O)CC1=O (stereo not drawn) | i | 1.9
3 | O=C1Nc2ccccc2-n2nnnc2C1N1CCN(C(=O)c2ccco2)CC1 (stereo not drawn) | i | 1.1
4 | CCOC(=O)[C@]12CCCC=C1N(CCC1=CCCCC1)C(=O)[C@H](CC(=O)NCc1cccc(C(F)(F)F)c1)C2 | i | 3.5
5 | CC(=O)c1ccc(OCC(=O)N(C)C2CCS(=O)(=O)C2)cc1 (stereo not drawn) | i | 1.3
6 | CSCCC(NC(=O)COc1ccccc1)C(=O)NCC(C)(C)N1CCOCC1 (stereo not drawn) | i | 1.3
7 | Cc1ccc(S(=O)(=O)N2CCCCC2)cc1NC(=O)COC(=O)c1cccc(O)c1 | i | 0.8
8 | COc1ccc(-c2ccc(C(=O)NCc3cccs3)c3occc23)c(C)c1 | i | 1.4
9 | CCc1nc2ccc(C(=O)Nc3ccc(OC)c(OC)c3)cn2c1N(CC)Cc1ccc(OC)c(OC)c1 | i | 1.3
10 | CCc1nc2ccc(C(=O)NCCCn3ccnc3)cn2c1N(C)Cc1ccc(N(C)C)cc1 | i | 0.7
11 | COc1ccc(NC(=O)Nc2cccc3[nH]c([C@@H]4O[C@H](CO)[C@@H](O)[C@H](O)[C@H]4O)nc23)cc1OC1CCCC1 | i | 2.5
12 | NC(=O)c1cnccc1C=Cc1ccccc1 | i | 1.6

Shown with each value named: part of the list above
[3] O=C1Nc2ccccc2-n2nnnc2C1N1CCN(C(=O)c2ccco2)CC1 (stereo not drawn)
  Myeloid diff MLP = i
  Myeloid diff MLP GFP+ MAC1+ % = 1.1
[7] Cc1ccc(S(=O)(=O)N2CCCCC2)cc1NC(=O)COC(=O)c1cccc(O)c1
  Myeloid diff MLP = i
  Myeloid diff MLP GFP+ MAC1+ % = 0.8

Additional compounds.
No. | mol | Myeloid diff MLP | Myeloid diff MLP GFP+ MAC1+ %
13 | Cc1ccc(NC(=O)C2(C)CCN2Cc2csc3ccccc23)cc1 (stereo not drawn) | i | 1.4
14 | O=C(Nc1cccc(C(F)(F)F)c1)c1csc([C@@H]2C[C@H](O)[C@@H](CO)O2)n1 | i | 0.4
15 | O=C(Nc1cccc(Cl)c1)c1csc([C@@H]2C[C@H](O)[C@@H](CO)O2)n1 | i | 1.1
16 | Cc1ccccc1S(=O)(=O)NC(=O)C1(C)CCN1C(=O)Cc1cccs1 (stereo not drawn) | i | 1.1
17 | Nc1sccc1C(=O)NC1CC1 | i | 1.7
18 | CC(=O)Nc1ccc(OCc2ccccc2)cc1[N+](=O)[O-] | i | 1.5
19 | COc1ccc(C(O)c2nc(-c3ccc(F)cc3OC)cs2)cc1 (stereo not drawn) | i | 0.8
20 | COC(=O)[C@@]12C[C@@H](CC(=O)NCCc3ccccc3OC)C(=O)N(Cc3cccc4ccccc34)C1=CCC(C)(C)C2 | i | 3.4
21 | O=S(=O)(c1cccnc1)N1CCCC(Nc2ccc(F)c(F)c2)C1 (stereo not drawn) | i | 1.4
22 | C[C@H]1CN([C@@H](C)CO)C(=O)CCCn2nncc2CO[C@H]1CN(C)C(=O)C1CCCCC1 | i | 0.6
23 | Cc1ccccc1-c1nc(NCCN(C)C)nc2ccsc12 | i | 1.2
24 | O=C(C[C@H]1CC[C@H](NC(=O)C2CCOCC2)[C@@H](CO)O1)NCc1ccncc1 | i | 0.7
25 | CCCCn1nnnc1C(c1ccccc1OC(F)(F)F)N1CCN(C/C=C/c2ccccc2)CC1 (stereo not drawn) | i | 1.5
26 | Cc1cn([C@H]2C[C@H](O)[C@@H](/C=C/C(=O)NCc3ccc(N(C)C)cc3)O2)c(=O)[nH]c1=O | i | 2.7
27 | COc1ccc(CC(=O)N(C)c2ccccc2)cc1S(=O)(=O)N1CCOCC1 | i | 1.2
28 | Cc1ccc(C(=O)N(CCc2ccccc2)Cc2ccccc2)cc1S(=O)(=O)N1CCOCC1 | i | 2.0
29 | CCOC(=O)[C@H]1[C@H]2COc3ccc(OC)cc3[C@H]2N2C(=O)CN(Cc3ccccc3)C(=O)[C@@]12C | i | 0.4
30 | COc1ccc(-c2coc3c(C(=O)NCCN(C)C)cccc23)c(C)c1 | i | 0.0
31 | NC(=O)c1cccc(-c2coc3c(C(=O)NC4CCCCC4)cccc23)c1 | i | 0.7
32 | CCCNC(=O)C1(C)CCCN(CCOc2ccccc2)C1 (stereo not drawn) | i | 0.8
33 | CCCC(=O)N1CCC1(C)C(=O)NS(=O)(=O)c1cccs1 (stereo not drawn) | i | 0.9
34 | CN1CCN(c2ncnc3c2ncn3[C@H]2CN(Cc3ccncc3)C[C@@H](CO)O2)CC1 | i | 0.3
35 | CC(=O)NC(c1cccc(F)c1)c1nc(-c2ccccc2C)cs1 (stereo not drawn) | i | 0.9
36 | COc1ccccc1S(=O)(=O)N(C)C[C@H]1Oc2cc(Br)ccc2S(=O)(=O)N([C@@H](C)CO)C[C@H]1C | i | 0.2
37 | Cc1ccc(Cc2c(-c3ccc(C#N)cc3)nc3ccc(Cl)cn23)cc1 | i | 0.6
38 | C[C@@H]1CN([C@@H](C)CO)C(=O)CCCn2nncc2CO[C@H]1CN(C)S(=O)(=O)c1ccc(Oc2ccccc2)nc1 | i | 0.2
39 | COCCNC(=O)C1(C)CCCN(C(=O)c2cccc(C(F)(F)F)c2)C1 (stereo not drawn) | i | 1.1
40 | CNc1cncc(-c2ccc(O)cc2)n1 | i | 1.5
41 | CCOC(=O)[C@]12CCCC=C1N(Cc1ccccc1)C(=O)[C@H](CC(=O)NCc1cccs1)C2 | i | 2.4
42 | COc1ccc(CN2C[C@@H](CO)O[C@@H](n3cnc4c(N(C)C)ncnc43)C2)cc1 | i | 0.4
43 | CCOC(=O)[C@]12CCC=C1N(Cc1ccc(Cl)cc1Cl)C(=O)[C@H](CC(=O)NCCCOC)C2 | i | 0.6
44 | CN(Cc1ccc(Cl)cc1)C(=O)c1[nH]c(C(F)(F)F)nc1-c1ccccc1 | i | 0.1
45 | CCc1ncc(C(O)c2ccc(Cl)cc2)n1Cc1ccccc1 (stereo not drawn) | i | 0.2
46 | O=C(O)C1C2CCCCC2=C2CCCCC2C1C(=O)Nc1nccs1 (stereo not drawn) | i | 1.2
47 | CCC[C@H]1CN(c2ccc(OC)cc2)C(=O)[C@@H]1CC(=O)Nc1ccccc1 | i | 0.3
48 | O=C(Nc1ccccc1Cl)c1cc(C2CCCN(C(=O)CCCc3ccccc3)C2)on1 (stereo not drawn) | i | 0.6

The list goes on, overlapping the part above by three compounds.
No. | mol | Myeloid diff MLP | Myeloid diff MLP GFP+ MAC1+ %
46 | O=C(O)C1C2CCCCC2=C2CCCCC2C1C(=O)Nc1nccs1 (stereo not drawn) | i | 1.2
47 | CCC[C@H]1CN(c2ccc(OC)cc2)C(=O)[C@@H]1CC(=O)Nc1ccccc1 | i | 0.3
48 | O=C(Nc1ccccc1Cl)c1cc(C2CCCN(C(=O)CCCc3ccccc3)C2)on1 (stereo not drawn) | i | 0.6
49 | CN(C(=O)c1ccc(NC(=O)Cc2ccc(NC(=O)C3CCN(C(=O)C4CC4)CC3)cc2)cc1)C1CCCC1 | i | 0.5
50 | O=C(Nc1nnc([C@@H]2C[C@H](O)[C@@H](CO)O2)s1)c1cccc(OC(F)(F)F)c1 | i | 1.1
51 | CCOCCC(=O)Nc1ccc2c(c1)c(=O)n(C)n2C/C=C/c1ccccc1 | u | x
52 | COc1cc(Cl)ccc1OC1(C)CCN(Cc2ccc3ccccc3c2)C1 (stereo not drawn) | i | 0.8
53 | CC(=O)N(c1ccccc1)c1nc2ccccc2s1 | i | 0.9
54 | CCc1nc2c(OCc3ccc(C(=O)OC)cc3)cccn2c1N(C)C(=O)c1ccc(OC)cc1 | i | 1.3
55 | CC(C)NC(=O)N(C)C[C@H]1Oc2cc(Br)ccc2S(=O)(=O)N([C@H](C)CO)C[C@H]1C | i | 0.6
56 | CCOCCOc1cc(NCc2ccccc2)c2ncn(C(C)C)c2c1 | i | 2.9
57 | Cc1ccc(NC(=O)c2ncn(CCCNCC3CCCO3)n2)cc1C (stereo not drawn) | i | 0.6
58 | COc1ccc(CCNC(=O)Nc2ccc3c(c2)c(=O)n(C)n3C)cc1OC | i | 1.7
59 | Cc1ccccc1-c1cnc(C(O)c2cc(Cl)cc(Cl)c2)[nH]1 (stereo not drawn) | i | 0.5
60 | O=c1cc(C=NNc2ccc([N+](=O)[O-])cc2)[nH]c(=O)[nH]1 | i | 0.3

The closing 2 entries of the part before come first, to join the parts:
No. | mol | Myeloid diff MLP | Myeloid diff MLP GFP+ MAC1+ %
59 | Cc1ccccc1-c1cnc(C(O)c2cc(Cl)cc(Cl)c2)[nH]1 (stereo not drawn) | i | 0.5
60 | O=c1cc(C=NNc2ccc([N+](=O)[O-])cc2)[nH]c(=O)[nH]1 | i | 0.3
61 | C[N+](C)(CCOc1ccccc1)Cc1ccccc1 | i | 5.4
62 | O=C(Nc1ccc(Cl)cc1)c1csc(COCCO)n1 | i | 0.7
63 | CCCNC(=O)C1(C)CCN(C(=O)c2cccc(OC(F)(F)F)c2)C1 (stereo not drawn) | i | 1.7
64 | N#Cc1cccnc1N1CCN(C(C(=O)NC2CCCC2)c2ccc(F)cc2)CC1 (stereo not drawn) | i | 0.6
65 | CNc1ncnc2c1ncn2[C@H]1CN(Cc2ccc(F)cc2)C[C@@H](CO)O1 | i | 1.0
66 | CCC(=O)N1CCC1(C)C(=O)Nc1ccc(C)c(C)c1 (stereo not drawn) | i | 2.3
67 | COc1ccc(NC(=O)CCCOc2ccc(C)cc2)cc1S(=O)(=O)N1CCCCC1 | i | 0.5
68 | COC(=O)C1CCN(C2CN(Cc3ccccc3)S(=O)(=O)C2)CC1 (stereo not drawn) | i | 0.7
69 | c1ccc(-c2nnc3nc(N4CCCCC4)nc(N4CCCCC4)n23)cc1 | i | 1.5
70 | O=C(NC1CCCCC1)c1csnn1 | u | x
71 | COc1cccc(-c2cc3nc(NCc4ccccc4OC)n(C)c(=O)c3s2)c1 | i | 0.5
72 | O=C(/C=C/c1ccccc1)Nc1cccc(C(=O)NCCc2ccccc2)c1 | i | 0.7
73 | CC1(C)N=C(N)N=C(N)N1CCCCc1ccccc1 | u | x
74 | COc1ccc(OCc2nnc(SCC(=O)Nc3oc(C)c4c(C)n[nH]c(=O)c34)n2C)cc1 | i | 2.1
75 | COc1cc(C)c(CN2CCN(C(=O)CCC(=O)c3ccc(C)s3)CC2)cc1OC | i | 0.3
76 | CCc1ccc([C@@H]2CC(=O)[C@@H]3CN(S(=O)(=O)c4ccccc4)[C@H](c4ccc(OC)cc4)C[C@@H]3N2S(=O)(=O)c2ccc(C)cc2)cc1 | i | 1.4
77 | CN(C)CCC(C(=O)c1ccccc1)c1ccccn1 (stereo not drawn) | i | 1.4
78 | O=C(NN=CC=Cc1ccccc1)C(O)C(O)C(=O)NN=CC=Cc1ccccc1 (stereo not drawn) | i | 2.5
79 | Cc1ccc(S(=O)(=O)N2C3CCCCC3O[C@H]2CC(=O)Oc2ccccc2)cc1 (stereo partly drawn) | i | 3.1
80 | CN(C)c1ccc(C=C2C=CC=C2)cc1 | i | 1.4
81 | C=CCN1c2ccccc2Sc2cnccc21 | i | 0.5
82 | CC(C)CC(N)c1csc(NC(=O)NCCc2ccccc2)n1 (stereo not drawn) | i | 0.9
83 | CCOC(=O)C1CCN(C(=O)c2ccc3c(=O)n4nc(Nc5ccccc5OC)sc4nc3c2)CC1 | i | 1.1
84 | CCc1ccc(N2CC(C(=O)N3CCN(S(=O)(=O)c4cccc(F)c4)CC3)CC2=O)cc1 (stereo not drawn) | i | 1.3
85 | COc1ccc(C(=O)C(=O)N2CCN(c3ccc(C)cc3)CC2)cc1OC | i | 0.4
86 | COC(=O)[C@@]1(Sc2ccc(C)cc2)CC(=O)N(c2ccccc2)[C@@H]1c1ccccc1 | i | 2.1
87 | CCOc1ccc(C(=O)COC(=O)Cn2[nH]c(=O)c3ccccc3c2=O)cc1 | i | 0.6
88 | COCCCNC(=O)c1cc(Cc2ccccc2)sc1N | i | 3.1
89 | Cc1ccc(NC(=O)C2(C)CCN2C(=O)C2(c3ccc(Cl)cc3)CC2)cc1 (stereo not drawn) | i | 0.6
90 | COc1ccc2oc(N)nc2c1 | i | 0.9
91 | COc1ccc(S(=O)(=O)N2CCCCCC2)cc1NC(C)C(=O)Nc1ccc(NC(C)=O)cc1 (stereo not drawn) | i | 0.7
92 | COc1ccccc1-c1cnc(C(O)c2ccc(F)c(C)c2)[nH]1 (stereo not drawn) | i | 0.4
93 | NC(c1ccccc1)c1csc(Nc2ccc(C(=O)NCCCO)cn2)n1 (stereo not drawn) | i | 1.9
94 | c1cc(-c2cnc3cccnn23)c2cccnc2c1 | i | 0.6
95 | CC(C)n1nc(C(=O)OCC(=O)NCCc2ccc(S(N)(=O)=O)cc2)c2ccccc2c1=O | i | 1.1
96 | O=c1[nH]c(SCc2ccc(OC(F)(F)F)cc2)nc2c1CCC2 | i | 0.3
97 | COc1cc(NC(=S)NN2CCOCC2)cc(OC)c1 | i | 1.1
98 | COc1cccc2c1OC1(N3CCOCC3)CCCCC1C2C[N+](=O)[O-] (stereo not drawn) | i | 0.8
99 | COC(=O)[C@]12CCCCC=C1N(Cc1ccccc1)C(=O)[C@H](CC(=O)NCC13CC4CC(CC(C4)C1)C3)C2 | i | 0.8
100 | COc1cccc(C(C)(O)c2nc(-c3cccc4cccnc34)cs2)c1 (stereo not drawn) | i | 0.5
101 | COc1ccc(OC)c(CCNC(=O)Cc2ccc(NC(=O)C3=C(C)OCCS3)cc2)c1 | i | 0.8
102 | Nc1ncnc2c1ncn2C1CCCC(CO)O1 (stereo not drawn) | i | 0.6
103 | COc1ccc(CC(=O)Nc2cc(S(=O)(=O)N3CCOCC3)ccc2N2CCCC2)cc1 | i | 1.3
104 | CN(C)c1ccc(C=NN2CCCCCC2)cc1 | i | 0.7
105 | COc1ccc(Cc2c(-c3ccco3)nc3c(C)cc(Br)cn23)c(C)c1 | i | 1.6
106 | OC(CNC1CCCCC1)CON=C1CCSc2c(Cl)cccc21 (stereo not drawn) | i | 0.9
